Cardio protect – cardioprotection against H2O2-induced cell death, primary screen, uHTS, H9c2 cells, ATPLite luminescence | H9c2 cardiomyocytes, H2O2 injury protection, 2 h | protection from H2O2 cell death, % at 20 µM | 0.63% of 360,000 active | AID 588492, 2011;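 active means compounds giving at least 50% protection of heart cells from peroxide-induced death in the single-dose screen, raw or plate-pattern-corrected value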;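 further: 0% = DMSO wells with peroxide and 100% = DMSO wells without peroxide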
CaV13 FRET inh – Primary screen for inhibitors of IQ motif and Ca2+-dependent inactivation inhibitor domain binding in CACNA1D, Förster resonance energy transfer in living cells, … | HEK cells, CFP/YFP FRET ICDI-IQ, plate reader, 10 min; percent FRET-ratio fall versus neutral wells | inhibition, % at 12.3 µM | 0.098% of 340,000 active;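 active means mean replicate inhibition of at least 30% and at least 1% of replicates passing that level; inconclusive means only one of the two criteria is met; inactive means neither criterion is met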;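 further: 0% = median of the neutral control wells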
NR2E3 ag-1 – NR2E3 agonists in two-hybrid cells, primary screen, cell-based, luminescence, CHO-S, Gal4-NCOR/VP16-NR2E3 | luciferase | inhibition of corepressor binding, % at 3.98 µM | 0.35% of 360,000 active | AID 602229, 2012;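 active means inhibition above the mean of all tested compounds plus 3 SD, cut at about 70% in these data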;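 further: 0% = DMSO with NR2E3 transfected cells and 100% = cells lacking NR2E3 construct; higher means lower luciferase signal from less NR2E3 corepressor binding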
Target sequence (Q9Y5X4 whole entry, looked up, the tested form may be a part): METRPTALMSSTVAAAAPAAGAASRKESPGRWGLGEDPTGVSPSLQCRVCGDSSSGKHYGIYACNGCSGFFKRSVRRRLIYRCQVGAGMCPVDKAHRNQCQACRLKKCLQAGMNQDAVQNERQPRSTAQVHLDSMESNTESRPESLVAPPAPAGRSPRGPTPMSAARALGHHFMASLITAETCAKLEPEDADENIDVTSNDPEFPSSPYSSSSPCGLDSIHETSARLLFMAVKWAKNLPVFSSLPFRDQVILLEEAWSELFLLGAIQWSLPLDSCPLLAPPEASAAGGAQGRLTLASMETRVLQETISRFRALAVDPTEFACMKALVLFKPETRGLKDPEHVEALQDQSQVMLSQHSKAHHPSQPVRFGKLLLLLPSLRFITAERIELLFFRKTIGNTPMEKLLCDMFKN
NR2E3 ag-2 – inhibitors of NR2E3-RetCOR corepressor binding, primary screen, NR2E3 agonist project, biochemical, TR-FRET, GST-NR2E3, biotin-RetCOR | inhibition of corepressor binding, % at 4.78 µM | AID 2300, 2010 | 0.12% of 320,000 active | 1536-well;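 active means percent inhibition above the cutoff of mean plus 3 SD of all tested compounds, set per screening campaign, cut at about 20% in these data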;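 further: 0% = DMSO wells and 100% = biotin wells as full block of FRET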
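system = GST-tagged NR2E3 plus biotinylated RetCOR corepressor | input = 1.35 nM GST-NR2E3 | also added = 7 nM biotin-RetCOR | schedule = 5 h incubation at 4 °C | measured by = TR-FRET with europium anti-GST and streptavidin-D2, 340 nm excitation | read-out = percent loss of FRET ratio relative to control wells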
HTR2A ag – mouse Htr2a agonists via beta-arrestin recruitment, primary screen, cell-based, luminescence; 0.66% of 360,000 active; activation, % at 7.6 µM; 5-hydroxytryptamine receptor 2A (Mus musculus), P35363; CHO-K1 mHTR2A beta-arrestin complementation; percent of 30 µM serotonin response;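 active means activation above a run cutoff, the mean activation of all tested compounds plus 3 SD, cut at about 14% in these data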;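 further: 0% = plate median of compound wells and 100% = 30 µM serotonin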
HIF-2a block – HIF-2a reporter inhibitors, primary screen, luminescence, 786-0 RCC cells. 786-0 RCC cells HIF-2a reporter, luciferase luminescence, overnight. inhibition, % at 18.8 µM. 0.72% of 360,000 active. AID 624352, 2012;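 active means inhibition of the luminescence signal of 40% or more relative to plate controls, in a single-dose primary screen at 18.75 µM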
iPSC survival up – enhancers of single-cell hiPSC survival, primary screen, ATPlite luminescence. 100% = ROCK inhibitor wells, 0% = DMSO. survival enhancement, % at 20 µM. 0.044% of 360,000 active. AID 602274, 2012; in the data active means survival enhancement above about 18%;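 further: cells exposed to compounds for 16 hours before the ATP read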
Peg3 promoter – Peg3 promoter-driven luciferase inhibitors, primary screen, cell-based, HeLa, luciferase luminescence; inhibition, % at 20 µM; 1.7% of 360,000 active; HeLa PEG-Prom luciferase reporter, overnight;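 active means inhibition of at least 50% at 20 µM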
PDI inh – inhibitors of human PDI, primary screen, biochemical, turbidity, single point, plate reader | PDI insulin aggregation turbidity, A650, 90 min | 0.052% of 350,000 active | inhibition, % at 10 µM | Protein disulfide-isomerase (Homo sapiens), P07237;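 active means mean inhibition across replicates of 30% or more, whatever share of single replicates reach that level; inconclusive means mean inhibition below 30% while every single replicate reaches 30%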;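 further: absorbance from insulin aggregation driven by PDI reduction with DTT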
Target sequence (P07237 whole entry, looked up): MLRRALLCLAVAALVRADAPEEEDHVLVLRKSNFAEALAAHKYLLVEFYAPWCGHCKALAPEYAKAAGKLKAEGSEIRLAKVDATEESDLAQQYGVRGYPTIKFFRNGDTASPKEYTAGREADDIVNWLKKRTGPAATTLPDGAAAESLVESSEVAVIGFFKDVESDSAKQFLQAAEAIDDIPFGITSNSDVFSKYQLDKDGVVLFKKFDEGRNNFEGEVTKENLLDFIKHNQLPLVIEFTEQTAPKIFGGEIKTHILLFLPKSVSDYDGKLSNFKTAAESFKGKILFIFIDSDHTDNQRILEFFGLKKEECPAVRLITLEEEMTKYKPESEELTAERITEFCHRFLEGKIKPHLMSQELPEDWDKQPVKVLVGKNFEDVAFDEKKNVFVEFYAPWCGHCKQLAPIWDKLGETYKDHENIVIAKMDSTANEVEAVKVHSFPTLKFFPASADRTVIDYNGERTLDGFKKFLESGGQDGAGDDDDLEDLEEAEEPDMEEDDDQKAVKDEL
TRPM1 prom inh – inhibitors of MITF-dependent TRPM1 promoter reporter, primary screen, cell-based, SK-MEL-5, single point, luciferase; SK-MEL-5 TRPM1 promoter luciferase, 24 h; inhibition, % at 12.5 µM; 0.83% of 330,000 active;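 active means mean inhibition across replicates of 60% or more, whatever share of single replicates reaches that level; inconclusive means some that reach 60%, reason not given; inactive means mean inhibition across replicates below 60%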; further: values of inactives mirror those of a sister screen read the other way
Shn3 3UTR inh – reduction of Shn3 3'UTR firefly luciferase signal, primary screen, Schnurri-3 inhibitor project, cell-based, Clone20 osteoblasts, set 2; Clone20 osteoblast Shn3 3'UTR firefly luciferase, 24 h; inhibition, % at 12.5 µM; 0.52% of 360,000 active; AID 588674, 2011;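 active means mean inhibition of at least 75% with every replicate also reaching 75%; inconclusive means mean inhibition at least 75% but some replicate below; inactive means mean inhibition below 75%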;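 further: 0% = median of neutral control wells and 100% = pilot-screen positive control compound; some compounds past the cut are filed as inactive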
An asterisk follows results filed as active; ? = inconclusive; . = not tested or not shown.

SMILES	Cardio protect	CaV13 FRET inh	NR2E3 ag-1	NR2E3 ag-2	HTR2A ag	HIF-2a block	iPSC survival up	Peg3 promoter	PDI inh	TRPM1 prom inh	Shn3 3UTR inh
CCCCCCCC1(C)NC(=O)N(CC(=O)Nc2cc(C)on2)C1=O (stereo not given)	-2	-2	-8	0	-1	13	0.5	11	20	2	-15
O=C1Nc2ccccc2OCc2c1cccc2[N+](=O)[O-]	4	-3	-40	0	5	-4	0.1	6	6	8	-3
CC1=C(C(=O)N2CCOCC2)C(c2ccc(Br)cc2)NC(=S)N1c1ccccc1 (stereo not given)	-21	-6	-14	-1	0	-16	0.1	-20	0	-4	-33
CC1CN(C(=O)c2ccc(-c3ccccc3Cl)o2)CC(C)O1 (stereo not given)	2	-6	-34	1	-4	-183	-0.2	-129	0	-67	-23
CCOc1ccc(C(=O)N2CCN(c3ccccn3)CC2)cc1OCC	4	11	-14	2	3	9	1.6	-5	-3	12	5
Cc1ccc(-n2c(C)nnc2SCC(=O)N(C)c2c(N)n(Cc3ccccc3)c(=O)[nH]c2=O)cc1	6	-2	7	1	17*	12	-0.4	7	-1	3	-23
CCOC(=O)c1sc(/N=C/Nc2nc(C)c(C(=O)OCC)s2)nc1C	-2	.	0	.	4	-1	4.0	-5	1	0	-6
CC(=O)NC(Cc1ccc(O)cc1)C(=O)NN (stereo not given)	0	-2	-21	3	-1	9	-0.2	15	-1	5	5
O=C(Nc1ccc2c(c1)C(=O)NC2=O)c1ccccc1Cl	1	-6	-8	4	4	0	0.5	8	6	-2	1
C#CCOCCOCCOCCNc1nc(N2CCN(C(=O)[C@H]([C@@H](C)CC)n3cc([C@@H](N)CO)nn3)CC2)nc(N2CCN(C(=O)[C@H]([C@@H](C)CC)n3cc([C@@H](N)Cc4ccc(O)cc4)nn3)CC2)n1	0	.	-23	2	-4	12	-2.7	-3	23	-1	-6
CCOC(=O)C1CCCN(C(=O)CCc2nc3sc4c(c3c(=O)[nH]2)CCCC4)C1 (stereo not given)	4	-15	-17	3	-5	2	-0.4	14	2	11	0
COc1ccc(CCN2CC(C(=O)OCC(=O)N(C)Cc3ccccc3)CC2=O)cc1OC (stereo not given)	-3	-5	16	5	-2	8	-1.4	-12	12	-13	6
CCCCN(CC)CCNC(=O)C1CCN(S(=O)(=O)c2cccc3nsnc23)CC1	2	-7	-27	0	1	8	-0.5	-5	-1	-14	-83
COc1ccc(C2C=C(C)Nc3ncnn32)cc1 (stereo not given)	4	-5	-4	1	8	-3	-0.6	-97	-1	-5	-22
COc1ccc2nc(COC(=O)c3ccco3)c(C(C)=O)[n+]([O-])c2c1	-1	-6	-8	6	8	8	4.4	19	7	9	1
Nc1nc(CN2CCc3ccccc3C2)nc(Nc2ccccc2)n1	29	-4	16	-2	-4	-2	-0.6	1	12	0	-16
O=C1NCCCC1C(=O)N/N=C/c1ccccc1[N+](=O)[O-] (stereo not given)	-1	4	-26	-6	2	-1	-0.5	0	1	-10	-37
COC(=O)c1cc(S(=O)(=O)NCC2CCN(CCc3cccs3)CC2)c[nH]1	9	-4	-15	-1	-3	4	-0.4	6	-2	-11	3
Oc1ccccc1C=NC1CCCCC1N=Cc1ccccc1O (stereo not given)	8	-5	-15	0	3	2	2.4	5	0	2	21
Cc1ccccc1NC(=O)NCc1ccco1	-14	-4	8	-3	4	-12	-0.5	-7	3	-9	9
O=C(CSc1nnc(SCc2ccccc2)s1)N/N=C/c1ccc(Cl)cc1Cl	-9	.	-16	1	4	0	-0.7	22	1	0	-17
O=C(COC(=O)CN1C(=O)c2ccccc2C1=O)Nc1ccccc1[N+](=O)[O-]	8	-6	-31	2	-3	3	-1.0	-3	-1	0	-6
COCCNC(=O)c1oc2ccc3c(c2c1C)C(O)CC(C)(C)O3 (stereo not given)	-2	-3	-14	.	8	-9	-0.5	-15	-2	-6	13
C=CCn1c(SCC(=O)Nc2ccc(C(=O)O)cc2)nnc1-c1cccnc1	3	2	-4	-2	-3	7	-0.6	6	-4	1	-2
CNc1oc(-c2ccccc2Cl)nc1P(=O)(c1ccccc1)c1ccccc1	4	-6	14	2	13	31	0.4	33	-7	5	1
(more compounds)
SMILES	Cardio protect	CaV13 FRET inh	NR2E3 ag-1	NR2E3 ag-2	HTR2A ag	HIF-2a block	iPSC survival up	Peg3 promoter	PDI inh	TRPM1 prom inh	Shn3 3UTR inh
CCN(CC)C(=O)CCc1nc2sc3c(c2c(=O)[nH]1)CCCC3	20	-9	2	4	4	-21	3.7	-17	-4	9	0
Cc1ccc2ccc3ccc(C)nc3c2n1	-22	-4	92*	3	-12	-25	-1.5	0	-3	10	?
O=C(Nc1cccc(Cl)c1)N1CCN(C/C=C/c2ccccc2)CC1	-6	-8	12	2	-7	18	-0.1	22	17	10	-14
CCO[C@H]1OC(C(=O)N2CCN(Cc3ccc4c(c3)OCO4)CC2)=C[C@@H](c2ccc(Br)cc2)[C@@H]1CCCO	-1	-9	23	3	-4	-6	-2.3	18	8	8	-17
N/C(=N\NC(=O)c1ccccc1)c1cc2ccccc2oc1=O	7	10	-32	1	-3	-43	-2.4	-36	0	0	-12
Cc1ccc(NC(=O)Nc2cccs2)c(Cl)c1	-35	-5	-107	1	3	-222	-0.9	-294	10	-42	43
CCCN1C(=O)C2(OCCO2)c2cc(Cl)ccc21	0	7	-13	.	0	22	0.2	21	1	6	-1
CCOC(=O)c1sc(NC(=O)c2ccc(S(=O)(=O)N3CCCCCC3)cc2)nc1-c1ccccc1	-9	-4	-4	0	-7	2	0.8	6	-3	0	14
COc1ccc(CN2C(=O)CC(Cc3ccc(C)cc3)C2=O)cc1OC (stereo not given)	1	-6	2	-1	-1	4	2.1	13	2	-5	-30
Cc1ccccc1NC(=O)COc1coc(CN2CCCc3ccccc32)cc1=O	-1	-5	-18	-5	-5	-40	0.2	-8	3	21	12
N=c1cc(C2(O)CCCCC2)n2c(nc3ccccc32)s1	-21	-5	-80	5	3	-54	-3.8	-145	1	-15	-47
COc1ccc(CCNC2CCc3ccccc3C2)cc1 (stereo not given)	5	-5	-18	2	10	9	-0.7	3	6	-14	-7
COc1ccc(NC(=O)CSc2nnc(-c3ccncc3)o2)c([N+](=O)[O-])c1	5	-5	-18	0	-1	1	0.7	-12	7	-2	2
Cc1cc(S(=O)(=O)Nc2ccc(C(=O)NCc3ccncc3)cc2)ccc1F	-4	-5	19	3	-6	10	-0.5	4	-4	-1	-10
C=CCNC(=O)c1scc2c1CCCC2	-8	.	-27	1	2	-20	1.4	-10	1	-18	1
CC(C)C[C@H]1CNC(=O)C(=O)N1C[C@@H]1CCCN1C[C@H](CC(C)C)N1C[C@H](Cc2ccccc2)N(CCc2ccccc2)C(=O)C1=O	.	-7	7	.	5	-15	-0.2	.	.	.	.
CCCCn1c(N)c(N(CC(C)C)C(=O)CCC2CCCCC2)c(=O)[nH]c1=O	-2	-6	5	-2	0	9	-0.5	8	-6	3	-12
Cc1cc(C(=O)C(=O)N(C)C)c(C)n1-c1ccc([N+](=O)[O-])cc1	2	-4	-9	2	-2	8	0.5	-7	3	1	-25
Cc1ccc(S(=O)(=O)Nc2ccccc2C(=O)N2CCN(C)CC2)cc1	5	-3	-31	-3	-10	16	-0.6	-1	-2	12	9
CCCCSc1nc(O)c(C2OC(=O)c3c2ccc(OC)c3OC)c(=O)n1-c1ccccc1 (stereo not given)	-3	.	-8	0	-2	3	-0.2	-30	0	8	-3
O=C(CN1C(=O)C2C3C=CC(C3)C2C1=O)N1CC=C(c2ccccc2)CC1 (stereo not given)	3	.	-47	0	4	6	0.5	-10	0	6	-3
CCC1(CC)N=C(c2ccccc2)C(=S)N1	3	-7	-37	0	-4	19	-0.1	-1	-1	0	1
COC(=O)c1c(NC(=O)c2nn(C)cc2Cl)sc2c1CCCC2	4	-4	-18	1	0	-30	2.3	-45	3	-21	67
Cc1c(N(C)C(=O)c2ccco2)c(=O)n(-c2ccccc2)n1C	0	-5	7	0	1	-19	-1.2	-15	9	1	10
Cc1cccc(C(=O)NCCNC(=O)c2ccccn2)c1	4	-3	-44	0	5	6	1.2	-4	-5	9	61
The list goes on.
SMILES	Cardio protect	CaV13 FRET inh	NR2E3 ag-1	NR2E3 ag-2	HTR2A ag	HIF-2a block	iPSC survival up	Peg3 promoter	PDI inh	TRPM1 prom inh	Shn3 3UTR inh
Nc1ccc(N(CCO)CCO)cc1	-8	-19	-10	1	5	6	-0.5	8	9	6	3
CC(C)c1ncc(CO)n1Cc1c(Cl)cccc1Cl	4	-16	-11	.	-3	16	6.3	9	-2	.	2
CNC(=O)c1ccsc1NC(=O)CS(=O)(=O)c1ccccc1	4	-5	-33	-2	5	-7	0.5	4	1	2	7
CCN(C(=O)Cn1cnc2c1c(=O)n(C)c(=O)n2C)C1CCS(=O)(=O)C1 (stereo not given)	3	-6	17	2	-3	3	0.2	-1	16	2	-10
O=C(N/N=C1/CCSC1)c1cccc([N+](=O)[O-])c1	10	-5	-25	0	-4	16	-2.3	16	3	7	6
CC(NC(=O)C(=S)N1CCN(C)CC1)c1ccccc1 (stereo not given)	7	-7	3	0	-2	15	0.1	3	-2	18	8
O=S(=O)(c1ccccc1)N1CCSC1c1ccco1 (stereo not given)	11	-6	0	.	-7	19	1.9	20	5	13	0
COc1ccccc1N1CC(C)(C)C(=O)N(C(=O)c2c(F)cccc2Cl)C1=S	-3	-12	-7	-2	2	8	-0.6	3	10	-1	-28
Cc1ccc(OC(=O)CCC(=O)N2CCc3ccccc32)cc1	-7	-6	1	5	10	-5	6.1	13	-1	12	-1
Cc1ccc(C(=O)Nc2cc(C(C)C)c(O)c(C(C)C)c2)cc1	4	-5	32	-2	-3	-26	-0.8	-5	-5	12	3
CC(=O)Nc1ccccc1C(=O)C(=O)Nc1cccc(C(=O)N2CC(C)CC(C)C2)c1 (stereo not given)	-10	-5	-3	0	2	-2	-0.4	2	2	8	15
COc1cc(SC)ccc1C(=O)NCc1ccc(C)cc1	-6	-4	-33	1	-5	-84	-1.5	-72	-5	-27	-22

Single entries from above.
In NR2E3 ag-1, Cc1cc(S(=O)(=O)Nc2ccc(C(=O)NCc3ccncc3)cc2)ccc1F has the entry 19
In iPSC survival up, COc1ccccc1N1CC(C)(C)C(=O)N(C(=O)c2c(F)cccc2Cl)C1=S has the entry -0.6

Bioassay records: PubChem BioAssay, several laboratories

Not a hit list; any-hit rate near 3.9%.
